Screening data deposited in PubChem by several laboratories.
GPR35 arrestin U2OS = GPR35 antagonists blocking zaprinast-driven arrestin recruitment, primary screen, imaging, U2OS, beta-arrestin-GFP, zaprinast agonist (AID 2058); inhibition, % at 10 µM; hits with a dose series show IC50 in µM; 0.052% of 290,000 active; U2OS GPR35 beta-arrestin-GFP translocation imaging, zaprinast antagonism; higher % means a stronger effect;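 active means inhibition of at least 50% with at least 30 cells and total cytoplasm GFP at most 10,000,000; inconclusive means under 30 cells or total GFP of 10,000,000 plus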
K1F lysis inhibition = protection from phage-mediated lysis, alamar blue read-out – E. coli UTI89, K1F phage, bacterial capsule biogenesis inhibitors (AID 488966). E. coli UTI89 K1F phage lysis, alamar blue, 2 h; higher % means a stronger effect. one-dose inhibition, % at 100 µM; IC50 in µM for titrated hits. 0.02% of 340,000 active;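 active means phage lysis inhibition, versus mean bacterial control, above a set limit; inconclusive means no clear call, values can overlap the other calls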;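 further: capsule biogenesis inhibitors block K1F phage lysis so surviving cells raise fluorescence; higher fluorescence means more inhibition of phage lysis; actives were called in the ten point dose series up to 300 µM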
GPR55 antagonists = GPR55 antagonists blocking LPI-driven arrestin recruitment, primary screen, imaging, U2OS, beta-arrestin-GFP, LPI agonist (AID 2013); one-dose inhibition, % at 10 µM; IC50 in µM for titrated hits; 0.13% of 290,000 active; U2OS GPR55 beta-arrestin-GFP translocation imaging, LPI antagonism; higher % means a stronger effect;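 active means spots per cell inhibited over 60%, with over 100 cells counted and total cytoplasm intensity under 500,000; inconclusive means wells with under 100 cells, flagged as likely toxic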;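 further: U2OS cells stably carrying GPR55 and arrestin-GFP stimulated by 5 µM LPI near EC80; imaged beta-arrestin-GFP aggregate spots per cell after agonist stimulation; plate controls were LPI-stimulated DMSO wells for no effect and DMSO wells without LPI for full effect; some results filed as inactive read as strong as hits; confirmed hits need IC50 under 10 µM and bright autofluorescent wells are also inconclusive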
NS5 inhibitors = flavivirus cap methylation enzyme inhibition – biochemical, confirmation dose response, primary screen (AID 588689). Dengue-2 NS5 methyltransferase capping enzyme assay, biochemical; higher % means a stronger effect. one-dose inhibition, % at 25 µM; IC50 in µM for titrated hits. 0.3% of 340,000 active; in the data active means a potency from the dose series; inconclusive means inhibition above about 29% without an active follow-up result
PhoP inhibition = PhoP-dependent GFP reporter repression – Salmonella Typhimurium, primary screen (AID 1863); S. Typhimurium PhoP-regulated promoter GFP reporter, 4 h; higher % means a stronger effect; inhibition, % at 50 µM, or IC50 in µM where a hit was titrated; 0.16% of 300,000 active;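 active means inhibition over 29.93%, a cutoff 3 SD above the screen mean, later confirmed by dose response; inconclusive means inhibition over 29.93% but no dose response follow-up; inactive means inhibition at most 29.93% or unconfirmed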;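 further: 0% = low Mg2+ inducing control and 100% = high Mg2+ repressing control; strong numbers were not always called active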
RSV antiviral HEp-2 = inhibition of RSV-induced cytopathic effect – HEp-2 cells, primary 10 µM value included (AID 2391); HEp-2 cells, RSV-induced CPE inhibition; higher % means a stronger effect; CPE inhibition, % at 10 µM; hits with a dose series show IC50 in µM; 0.13% of 310,000 active; in the data active means a potency from the dose series; inconclusive means CPE inhibition mostly from about 23% at the one dose, without a potency; inactive means the rest, 99 in 100 with CPE inhibition below about 21%; further: strong numbers were not always called active
HIV fusion peptide = cell-free HIV fusion peptide-binding blockers – biochemical, uHTS, fluorescence dequenching, primary screen (AID 1986); 0.3% of 290,000 active; cell-free peptide binding, fluorescence dequenching, 30 min; higher % means a stronger effect; inhibition, % at 20 µM; hits with a dose series show IC50 in µM; in the data active means inhibition mostly above about 52%, no sharp cut-off; inactive means mostly below about 76%; further: some results filed as inactive read as strong as hits
MgcRacGAP inhibition = MgcRacGAP GTPase-activating activity inhibitors, confirmation, biochemical, ADP Hunter fluorescence; 0.6% of 340,000 active; MgcRacGAP-stimulated Rac1 GTP hydrolysis, ADP Hunter fluorescence; higher % means a stronger effect; GST-tagged Rac1 F28L mutant substrate; inhibition, % at 30 µM; hits with a dose series show IC50 in µM;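 active means first-screen hits whose inhibition reached a set limit at any dose in the follow-up dose series; inconclusive means inhibition above the set first-screen limit but never retested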;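 further: fluorescence reports GDP produced by GAP-driven GTP hydrolysis; strong numbers were not always called active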
SV40 large T antigen = SV40 large T antigen inhibitors, biochemical (AID 1903); SV40 large T antigen ATPase/helicase inhibition assay; higher % means a stronger effect; one-dose inhibition, % at 20 µM; IC50 in µM for titrated hits; 0.39% of 310,000 active; in the data active means a potency from the dose series; inconclusive means inhibition mostly from about 32% at the one dose, without a potency; inactive means the rest, 99 in 100 with inhibition below about 32%; further: strong numbers were not always called active
NS5 inhibitors pilot replicate = further read-out of NS5 inhibitors, marked with its call; inhibition, %; measured here: pilot screen replicate inhibition
* marks the source's active call; other numbers are inactive results; ? = inconclusive; . = not tested or not shown; [ ] = another dose, or the depositor's remark.

SMILES	GPR35 arrestin U2OS	K1F lysis inhibition	GPR55 antagonists	NS5 inhibitors	PhoP inhibition	RSV antiviral HEp-2	HIV fusion peptide	MgcRacGAP inhibition	SV40 large T antigen	others
O=C1CCC/C1=C\Nc1ccc(Cl)c([N+](=O)[O-])c1	2%	0.6%	0%	-8%	-8%	.	0.6%	-5%	18%
COc1cc(/C=N/Nc2nc3ccccc3s2)ccc1OC(=O)c1ccccc1F	22%	2.1%	0%	-7%	5%	6.2%	-1.6%	5%	-1%
CCCCn1c(N)c(N(CCOC)C(=O)c2c(-c3ccccc3)noc2C)c(=O)[nH]c1=O	.	3.0%[50 µM]	.	-3%	2%	0.7%	.	3%	1%
CCOC(=O)Cn1c2ccc(F)cc2c2nc(C)sc21	17%	0.1%	8%	4%	3%	1.6%	-1.3%	6%	20%
Cc1ccc(C)c(N(C(=O)c2csnn2)C(C(=O)NC2CCCCC2)c2ccncc2)c1 (centres undefined)	1%	-0.1%	-1%	2%	6%	1.5%	-2.4%	7%	-7%
Cc1cccn2c(=O)c3cc(C(=O)NCCCOC(C)C)sc3nc12	6%	0.3%	-10%	-4%	-1%	2.4%	1.0%	12%	26%
CN(C)/C=C/C(=O)c1ccc(S(=O)(=O)c2ccccc2)cc1	-8%	2.6%	2%	-8%	6%	1.5%	2.7%	9%	9%
Cc1sc2nc(SCC(=O)O)[nH]c(=O)c2c1C	-6%	0.0%	-11%	9%	-4%	0.5%	-1.2%	7%	-2%
CCc1cc2c(=O)c(-c3cscn3)coc2c(CN(C)C)c1O	1%	0.3%	3%	4%	-3%	0.0%	2.2%	7%	5%
O=C(CCCn1c(=S)[nH]c2cc3c(cc2c1=O)OCO3)N1CCN(c2ccccn2)CC1	-8%	0.7%	10%	-6%	-5%	.	-4.0%	4%	5%	NS5 inhibitors pilot replicate=-5.0
COc1ccc(-c2nnn(Cc3ccccc3)n2)cc1OC	-8%	-0.5%	-7%	9%	1%	2.8%	-0.6%	21%	7%
C1CCC2=NCCCN2CC1	-6%	6.4%	4%	-7%	-11%	0.0%	-0.9%	-6%	9%
COc1ccc(CCN(C)C(=O)CN2C(=O)c3ccccc3S2(=O)=O)cc1OC	2%	2.6%	-3%	4%	-7%	0.3%	-1.9%	4%	11%
CCOC(=O)CN(C(=O)COc1nc(-c2ccccc2)cc(C)c1C#N)c1cccc(OC)c1	-9%	1.1%	8%	5%	-8%	?	-0.2%	9%	2%
CCOC(=O)CNc1c(N2CCN(c3ccccn3)CC2)c(=O)c1=O	7%	-0.8%	10%	0%	6%	1.8%	-2.0%	11%	3%
COc1cc(/C=C/C(=O)OCC(=O)NC(=O)NC(C)(C)C)ccc1OCC#N	-8%	1.8%[50 µM]	10%	-6%	-5%	2.4%	0.8%	2%	11%
COc1ccccc1NC(=O)NNC(=O)COc1ccc2ccccc2c1	5%	-0.1%	5%	-1%	-7%	4.3%	0.4%	8%	15%
CCCCOc1ccc(C(=O)NCCC(=O)NCCCC(=O)OCC)cc1	1%	0.6%	9%	-5%	-13%	1.6%	-1.1%	-6%	7%
CCOCCCNC(=S)Nc1ccc(S(N)(=O)=O)cc1	28%	5.6%	7%	-1%	-6%	-0.2%	-2.1%	3%	10%
Cc1ccccc1C1CC(c2ccccc2)Nc2ncnn21 (centres undefined)	12%	7.4%	-12%	-4%	-6%	1.3%	-3.1%	1%	6%
COc1ccc(CCN(C)C(=O)COc2ccc(C(=O)c3ccccc3)cc2)cc1OC	.	1.4%[50 µM]	.	-5%	3%	6.4%	.	6%	3%
COCc1[nH][nH]c(=O)c1C=Nc1ccc(Cl)cc1	-3%	1.8%	1%	-5%	-11%	1.7%	1.9%	9%	11%
Cc1onc(-c2c(F)cccc2Cl)c1C(=O)OCn1nnc2ccccc2c1=O	-12%	2.7%	6%	-2%	1%	7.6%	3.1%	11%	8%
N=c1c(C(=O)NC2CCCCC2)cc2c(=O)n3ccccc3nc2n1CCc1ccccc1	12%	0.4%	13%	?	-13%	1.2%	-1.6%	6%	-4%
CCCCc1ccc(C(=O)NC(C(=O)O)C(C)C)cc1 (centres undefined)	6%	6.0%	6%	6%	-3%	-1.0%	0.3%	10%	4%

Fetched by compound from above, four records:
SMILES	GPR35 arrestin U2OS	K1F lysis inhibition	GPR55 antagonists	NS5 inhibitors	PhoP inhibition	RSV antiviral HEp-2	HIV fusion peptide	MgcRacGAP inhibition	SV40 large T antigen	others
CCc1cc2c(=O)c(-c3cscn3)coc2c(CN(C)C)c1O	1%	0.3%	3%	4%	-3%	0.0%	2.2%	7%	5%
CCOC(=O)CNc1c(N2CCN(c3ccccn3)CC2)c(=O)c1=O	7%	-0.8%	10%	0%	6%	1.8%	-2.0%	11%	3%
Cc1cccn2c(=O)c3cc(C(=O)NCCCOC(C)C)sc3nc12	6%	0.3%	-10%	-4%	-1%	2.4%	1.0%	12%	26%
O=C1CCC/C1=C\Nc1ccc(Cl)c([N+](=O)[O-])c1	2%	0.6%	0%	-8%	-8%	.	0.6%	-5%	18%

Next compounds.
SMILES	GPR35 arrestin U2OS	K1F lysis inhibition	GPR55 antagonists	NS5 inhibitors	PhoP inhibition	RSV antiviral HEp-2	HIV fusion peptide	MgcRacGAP inhibition	SV40 large T antigen	others
O=C(O)C1CCN(c2c([N+](=O)[O-])cc(C(F)(F)F)cc2[N+](=O)[O-])CC1	13%	0.1%	-5%	-8%	2%	3.3%	-0.3%	5%	18%
COc1ccc(-c2cn(Cc3ccc([N+](=O)[O-])cc3)nn2)cc1	4%	2.6%	6%	-7%	.	-1.2%	0.6%	14%	5%
COc1cccc(CNC(=O)CCCC(=O)Nc2cccc([N+](=O)[O-])c2)c1	-2%	0.0%	9%	-11%	-5%	0.1%	0.3%	2%	12%
O=C(CCCCN1CCCCC1)c1ccc2c(c1)Cc1ccccc1-2	-9%	0.4%	17%	-3%	-2%	16%	0.3%	20%	4%
CCOc1ccc(-c2nc(S(=O)(=O)c3ccccc3)c(N3CCC(C(N)=O)CC3)o2)cc1	-20%	0.3%[50 µM]	6%	-3%	1%	2.6%	-0.6%	9%	-11%
Cc1ccc(S(=O)(=O)NC(=S)NC2CCCCC2)cc1	20%	3.4%	3%	-1%	-3%	1.9%	1.3%	1%	1%
COc1ccc(S(=O)(=O)N(C)c2ccc(OCC(=O)Nc3cc(C)on3)cc2)cc1	6%	2.6%	0%	1%	0%	9.3%	0.9%	5%	1%
Cn1c(=O)c2c(nc(N3CCCCCC3)n2CC(O)COc2ccc(Cl)cc2)n(C)c1=O (centres undefined)	-16%	-0.4%	6%	1%	6%	4.4%	-0.9%	-11%	17%
Cc1ccccc1N(CC(=O)NC1CCCCC1)C(=O)CCC(=O)Nc1nccs1	1%	0.1%	4%	0%	-8%	0.5%	2.0%	6%	21%
COc1ccc(/C=N/Nc2ncc(C(F)(F)F)cc2Cl)c(OC)c1OC	-4%	2.9%	-10%	-9%	5%	1.9%	-0.9%	10%	1%
COc1ccc(/C=C2\SC(=S)N(CCCC(=O)Nc3cccc(C(=O)O)c3)C2=O)cc1OC	0.56µM*	-1.6%[50 µM]	16%	8%	-5%	1.5%	49%	4%	16%
O=C(Oc1ccc(N(C(=O)c2ccncc2)S(=O)(=O)c2ccc(F)cc2)cc1)c1ccncc1	12%	0.0%	9%	-28%	-6%	-0.4%	-1.5%	21%	32%
COc1ccc(C(=O)OC(COc2ccccc2)Cn2ccnc2)cc1 (centres undefined)	-10%	0.4%	-2%	-4%	0%	0.6%	2.5%	15%	1%
CCOC(=O)N1CCC(=NNc2nc(C)cc(=O)[nH]2)CC1	15%	0.0%	-2%	8%	-8%	-0.7%	-0.6%	6%	8%
COc1ccc2c(c1)c1ncn(CC3CCCO3)c(=O)c1n2C (centres undefined)	6%	-2.2%	-16%	6%	-9%	2.1%	0.2%	1%	8%
CCn1c(=O)cc(O)c2ccccc21	2%	0.5%	-3%	-1%	3%	2.0%	1.0%	6%	4%
O=C(c1cc(-c2cccs2)nc2ccccc12)N1CCN(c2ccccc2O)CC1	-15%	1.0%	13%	-9%	30%	7.7%	0.7%	3%	2%
CN(C)S(=O)(=O)N1CCC(C(=O)O)(c2ccccc2)CC1	6%	0.4%	-3%	-2%	-1%	-0.3%	0.6%	-2%	3%
CN1CCN(C(=O)c2cc3cc(Cl)ccc3[nH]2)CC1	-14%	1.7%	10%	-8%	6%	0.0%	0.7%	8%	12%
O=C(CSc1ncccc1-c1nc2ccccc2[nH]1)Nc1ccc2c(c1)OCCO2	-23%	0.3%	11%	-3%	-4%	4.3%	-0.3%	0%	14%
COc1cccc(CC(=O)OCC(=O)NNC(=O)c2ccc(Br)cc2)c1	.	-0.2%[50 µM]	.	2%	.	-0.8%	.	-5%	.
Cc1noc(C)c1CSCC(=O)NC1=NCCS1	8%	0.3%	10%	-7%	.	3.5%	0.6%	13%	.
Cc1csc2c(N3CCCCC3)ncnc12	3%	0.5%	-6%	-4%	-16%	18%	-0.9%	-1%	4%
CCOC(=O)NC(=O)CSc1ccc(C)cc1C	2%	0.3%	5%	-2%	7%	2.4%	-0.4%	8%	5%
Cc1cc(C)n2c(SCC(=O)NC3CCCC(C)C3C)nnc2n1 (centres undefined)	19%	2.3%	-3%	1%	2%	0.8%	-0.4%	3%	11%
CC1(C)CC(N=Cc2c(O)n(Cc3ccc4c(c3)OCO4)c(=O)c3ccccc23)CC(C)(C)N1	-10%	0.2%	4%	-4%	-7%	2.1%	-1.4%	10%	6%

Of the compounds above, 2 contain a CF3 group.
SMILES	GPR35 arrestin U2OS	K1F lysis inhibition	GPR55 antagonists	NS5 inhibitors	PhoP inhibition	RSV antiviral HEp-2	HIV fusion peptide	MgcRacGAP inhibition	SV40 large T antigen	others
O=C(O)C1CCN(c2c([N+](=O)[O-])cc(C(F)(F)F)cc2[N+](=O)[O-])CC1	13%	0.1%	-5%	-8%	2%	3.3%	-0.3%	5%	18%
COc1ccc(/C=N/Nc2ncc(C(F)(F)F)cc2Cl)c(OC)c1OC	-4%	2.9%	-10%	-9%	5%	1.9%	-0.9%	10%	1%
